Screening data: PubChem, several laboratories
Yp Topo-I inh: blocks Yersinia pestis topoisomerase I activity | hit rate 0.064% among 360,000 | AID 504884 | activity, % at 10 µM | Y. pestis Topo-I cleavage product accumulation, plate reader; in the data active = activity above about 50%, passing the limit was not always enough; inconclusive = no clear call, values can overlap the other calls; also: inactives centre near 2
SARS 3CLpro inh: SARS-CoV 3CLpro protease inhibition. P0C6X7. recombinant SARS-CoV 3CLpro, quenched FRET peptide cleavage. inhibition, % at 6 µM. hit rate 0.14% among 290,000. AID 1706; in the data active = inhibition above about 12%
PriA SSB inh: blocks PriA binding to SSB C-terminal tail; inhibition, % at 33 µM; AlphaScreen SSBct-PriA binding, biotinylated peptide; hit rate 0.6% among 430,000; in the data active = inhibition mostly above about 37%, no sharp cut-off; inactive = mostly below about 20%;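 also: plate controls were negative control peptide for no effect and reference peptide for full effect; strong numbers were not always called active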
Vc quorum ag: inducers of Vibrio cholerae quorum light production without autoinducers; V. cholerae BH1578 lux reporter, luminescence, 6 h; activation, % at 18.7 µM; hit rate 0.16% among 350,000; AID 588436; in the data active = activation mostly above about 9.7%, no sharp cut-off; inconclusive = no clear call, values can overlap the other calls; inactive = mostly below about 3.7%; also: not every result past the cut was called active; inactives centre near 0; reference of the scale not given here
MazF activator: activators of E. coli MazEF toxin-antitoxin RNase. activation, % at 20 µM. P0AE70. FAM/BHQ RNA-DNA oligo cleavage fluorescence, 5 h. hit rate 0.32% among 350,000; in the data active = activation above about 50%
Target sequence (P0AE70 whole entry, looked up): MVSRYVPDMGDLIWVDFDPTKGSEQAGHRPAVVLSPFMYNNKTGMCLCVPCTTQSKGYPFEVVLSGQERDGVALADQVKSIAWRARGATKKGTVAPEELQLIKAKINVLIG
Rv3671c protease: inhibits the M. tuberculosis serine protease Rv3671c; P9WHR9; hit rate 0.048% among 320,000; inhibition, % at 5.96 µM; in the data active = inhibition above about 38%;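 also: extracellular domain of Rv3671c used as enzyme; 0% = enzyme with DMSO and 100% = no enzyme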
Target sequence (P9WHR9 whole entry, looked up, the tested form may be a part): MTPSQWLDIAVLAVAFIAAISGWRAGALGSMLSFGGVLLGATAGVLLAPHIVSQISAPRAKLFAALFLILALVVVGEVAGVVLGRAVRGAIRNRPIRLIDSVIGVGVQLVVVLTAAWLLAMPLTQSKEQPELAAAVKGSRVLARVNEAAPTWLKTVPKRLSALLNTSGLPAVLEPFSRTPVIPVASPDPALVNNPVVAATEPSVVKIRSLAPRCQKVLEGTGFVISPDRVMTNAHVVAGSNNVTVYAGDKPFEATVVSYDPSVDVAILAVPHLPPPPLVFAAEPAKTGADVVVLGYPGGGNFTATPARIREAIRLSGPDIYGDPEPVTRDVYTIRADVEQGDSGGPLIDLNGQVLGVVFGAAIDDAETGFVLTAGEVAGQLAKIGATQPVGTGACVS
TcdB GH inh: TcdB glycohydrolase inhibition | hit rate 0.24% among 350,000 | AID 652162 | inhibition, % at 9.99 µM | TcdB glycohydrolase enzymatic assay, plate reader; in the data active = inhibition above about 10%
DUSP3 inh: blocks human VHR1 dual specificity phosphatase; hit rate 0.52% among 290,000; recombinant VHR phosphatase, pNPP absorbance; P51452; inhibition, % at 13.3 µM; in the data active = inhibition above about 50%; also: some compounds called inactive have numbers as strong as hits
Target sequence (P51452 whole entry, looked up): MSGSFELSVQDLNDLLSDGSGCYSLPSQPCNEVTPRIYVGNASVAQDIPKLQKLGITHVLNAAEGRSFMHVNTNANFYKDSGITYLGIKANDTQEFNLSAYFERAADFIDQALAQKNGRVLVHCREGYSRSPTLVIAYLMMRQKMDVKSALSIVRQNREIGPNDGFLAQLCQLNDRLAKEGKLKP
PfHsp40 rescue: compounds rescuing yeast from Plasmodium falciparum HSP40 toxicity. S. cerevisiae expressing PfHsp40, growth rescue, ATP luminescence. hit rate 0.68% among 340,000. growth rescue, % at 12.5 µM; in the data active = growth rescue above about 28%, passing the limit was not always enough; inconclusive = no clear call, values can overlap the other calls;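 also: yeast W303a lacking pdr1 and pdr3 grown in galactose medium; growth measured after three days at 30 °C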
Anthrax LF inh2: anthrax lethal factor protease inhibition. P15917. multiplex microsphere protease cleavage assay, LF. inhibition, % at 10 µM. hit rate 0.12% among 360,000; in the data active = inhibition above about 30%; inconclusive = no clear call, values can overlap the other calls; also: plate controls were buffer without enzyme for full effect and enzyme alone for no effect
Numbers without * were called inactive; i = inactive; u = inconclusive; x = no result given; & = joins results of further samples. These rows are one share of the data; count on the stated rates, not on these rows.

Under each structure: DUSP3 inh, Anthrax LF inh2, Rv3671c protease, MazF activator, Vc quorum ag, PfHsp40 rescue, Yp Topo-I inh, SARS 3CLpro inh, TcdB GH inh, PriA SSB inh
> Cn1c(SCC(=O)c2ccc(O)c(O)c2)nnc1-c1cccs1
  -11, -4, -1, 2, i, -0.4, -3, 5, 0.5, -2
> CC(=O)Nc1nc2n(n1)C(c1ccccc1)C=C(c1ccccc1)N2 (stereo not drawn)
  21, -4, -3, 9, 10, -0.4, 5, -2, x, -14
> CCOc1cc(-c2noc(CCC(=O)Nc3cccnc3)n2)ccc1OC
  17, -4, -4, 11, -0.4, -1.1, 0, 3, x, 2
> CCC(C)(C)NC(=O)/C=C/c1cc(OC)c(OC)c(S(=O)(=O)N2CCc3ccccc32)c1
  4, -3, 0, 6, -0.2, -0.1, -4, 1, 1.2, -9
> C[C@@]12C(=O)N(c3cccc(Cl)c3)C(=O)N1[C@H](c1ccc(Cl)cc1)[C@@H]1C(=O)N(C3CCCCC3)C(=O)[C@@H]12
  x, 7, -8, 1, -3.0, -0.7, -10, x, -0.8, -5
> COc1ccc(N2C(=O)CC(Sc3n[nH]c(-c4ccc(C)cc4)n3)C2=O)cc1 (stereo not drawn)
  14, 1, -20, 14, -5.6, 0.2, -9, 3, 3.0, 12
> O=C1NC[C@H](Cc2ccccc2)N(CC2CCN(CCc3ccccc3)CC2)C1=O
  x, 0, x, 1, -1.4, 0.2, 2, x, 1.6, 2
> Cc1ccc(NC(=O)CN(C)S(=O)(=O)c2ccc3[nH]c(=O)oc3c2)c(C)c1
  -3, 0, 3, 5, 0.2, 1.0, -6, 2, 1.8, -9
> CCn1c(=O)c([N+](=O)[O-])c(Cl)c2ccccc21
  34, 2, 0, -3, i, -2.8, -5, -5, x, -11
> COC(=O)c1ccccc1NC(=O)CSc1nnnn1C1CCCCC1
  6, 10, -4, 1, -0.4, 0.2, 19, 9, x, -4
> Cc1cc(NC(=O)CSc2nnc(N)s2)c([N+](=O)[O-])cc1C
  -2, -1, -5, 9, -0.9, -0.6, 0, 6, 2.8, 4
> Cc1nn(-c2ccccn2)c2c1C(c1ccccc1Cl)C1=C(N2)c2ccccc2C1=O (stereo not drawn)
  -4, 1, 6, 4, i, 0.5, 1, 2, -0.4, 32
> CCn1cc(-c2cc(C(F)(F)F)n3nc(C(=O)O)cc3n2)c(C)n1
  15, 1, 8, -5, 1.4, 0.0, 4, 3, x, -4
> CCOc1ccc(/C=N/NC(=O)c2cc3c(OC)cc(OC)cc3[nH]2)cc1OC
  13, -8, 16, 8, 2.2, 0.8, 6, 0, 0.6, x
> O=C(Nc1cccc(F)c1)N1CCC(n2c(=O)[nH]c3ccccc32)CC1
  -12, -2, -2, 4, i, 1.7, -4, 0, 0.6, -9
> COc1cc(/C=N/NS(=O)(=O)c2ccccc2)c(OC)c(OC)c1
  x, -7, -1, 2, -0.6, -2.0, -2, 1, 0.9, x
> CCN(c1ccccc1)S(=O)(=O)c1ccc(Cl)c(NC(=O)COC(=O)c2ccc[n+]([O-])c2)c1
  -14, -3, 2, 2, -0.5, -0.3, 2, 6, 0.0, -7
> CCN(CC)C(=O)CN(c1cccc(OC)c1)S(=O)(=O)c1ccc(C)cc1
  21, 5, -2, 9, 6.0, 1.3, 15, -1, x, 0
> O=C(COc1ccc2c(c1)OCO2)Nc1ccccc1C(F)(F)F
  17, -1, 2, 7, -0.5, 0.3, 0, 3, 0.0, 0
> CNC(=S)N1CC2CC(C1)c1cccc(=O)n1C2 (stereo not drawn)
  6, -11, -4, -5, i, -1.1, 1, 1, 0.2, -19

Next part:
Under each structure: DUSP3 inh, Anthrax LF inh2, Rv3671c protease, MazF activator, Vc quorum ag, PfHsp40 rescue, Yp Topo-I inh, SARS 3CLpro inh, TcdB GH inh, PriA SSB inh
> CCCCCC(=O)c1c(C)[nH]c(C(=O)OCC)c1C
  -3, -3, -8, -7, -0.3, 0.3, -5, 5, x, 4
> CN1CCN(C(CNS(=O)(=O)c2ccc(Cl)cc2)c2cccnc2)CC1 (stereo not drawn)
  0, 4, -4, -4, i, 0.3, -2, -1, x, -17
> CCOC(=O)c1cccnc1SC(CC)C(=O)N1CCOCC1 (stereo not drawn)
  11, -1, 5, 0, i, -0.3, -1, 1, x, -5
> Cc1cc(C(=O)C(=O)N(C)C)c(C)n1-c1ccc(Cl)c(Cl)c1
  2, 2, 6, 0, -0.2, -1.5, 8, -3, 1.3, 7
> COC(=O)[C@@]12CCCCN1[C@H](c1ccc(-c3ccc(F)cc3)cc1)[C@H]1C(=O)N(C)C(=O)[C@H]12
  x, -10, -4, -1, -0.9, 0.3, 22, x, 2.0, -11
> CC(NC(=O)CN1CCC(C(N)=O)CC1)c1ccccc1 (stereo not drawn)
  23, -1, 5, 1, -0.3, 0.5, -6, 2, x, -11
> Cc1cccc(N2CC(C(=O)Nc3ccc(S(=O)(=O)N4CCCCC4)cc3)CC2=O)c1C (stereo not drawn)
  26, 2, -8, 6, i, -0.4, 25, -4, 1.8, 0
> Cc1ccc(-n2nnc3c(=O)n(CC(N)=O)cnc32)cc1
  -5, 0, 6, 4, -0.8, 1.0, 12, -2, -1.7, -4
> CC(C)OC(=O)N(C)C[C@H]1OCc2cnnn2CCCC(=O)N([C@H](C)CO)C[C@H]1C
  x, -4, x, 7, i, x, 2, x, 0.3&2.0&0.0, x
> CCCCNC(=S)Nc1cc([N+](=O)[O-])ccc1C
  -4, 0, -2, 0, i, 4.3, 3, -3, x, 4
> COc1ccc(NC(=O)C2CCN(c3nc(C)cc(C)n3)CC2)cc1
  16, 16, -6, -10, i, -0.9, -1, 0, x, -13
> NC(=O)C(c1ccc(Cl)cc1)c1ncc(C(F)(F)F)cc1Cl (stereo not drawn)
  29, 8, -2, 0, -0.3, 0.9, -15, 2, x, -7
> CC(C)(C)OC(=O)N[C@H](C(=O)OC(C)(C)C)c1ccc(C(F)(F)F)cc1
  x, -5, 1, 9, i, -0.4, 5, x, 1.0, 2
> NS(=O)(=O)c1ccc(NC(=O)c2cccc(N3C(=O)c4ccccc4C3=O)c2)cc1
  128, -1, -43, 4, -0.1, 0.2, -1, -3, 0.6, -12
> CCOc1ccccc1NC(=O)CN1C(=O)COc2ccc(S(=O)(=O)N3CCOCC3)cc21
  23, -1, 3, -3, -0.4, -1.6, 2, 6, 0.9, 1
> COc1cc(/C=C2/NC(=O)NC2=O)cc(Br)c1OCc1ccc(C(=O)O)cc1
  2, -1, -7, 6, 0.1, 1.6, -6, 2, -0.9, -10
> O=C(COC(=O)/C=C/c1cccc(F)c1)Nc1ccccc1-c1ccccc1
  4, 0, -13, 4, -0.4, 0.6, -5, -2, 1.1, 1
> O=C(COC(=O)CSc1ccccc1)NNC(=O)c1ccc([N+](=O)[O-])cc1
  10, x, -6, 2, i, -0.3, 0, 1, 0.5, -23
> Cc1ccc(C(NC(=O)NCCCN2CCOCC2)=C(Cl)Cl)cc1F
  -2, -5, 12, 4, i, -0.9, 1, 1, x, 2
> COc1cc(CN2CCN(CC#Cc3ccccc3)CC2CCO)cc(OC)c1 (stereo not drawn)
  23, x, x, -7, -0.7, 0.1, 17, -5, -0.8, 2

Reformatted as a markdown table: entries from further up
| Molecule | DUSP3 inh | Anthrax LF inh2 | Rv3671c protease | MazF activator | Vc quorum ag | PfHsp40 rescue | Yp Topo-I inh | SARS 3CLpro inh | TcdB GH inh | PriA SSB inh |
| --- | --- | --- | --- | --- | --- | --- | --- | --- | --- | --- |
| CCCCCC(=O)c1c(C)[nH]c(C(=O)OCC)c1C | -3 | -3 | -8 | -7 | -0.3 | 0.3 | -5 | 5 | x | 4 |
| O=C(COC(=O)CSc1ccccc1)NNC(=O)c1ccc([N+](=O)[O-])cc1 | 10 | x | -6 | 2 | i | -0.3 | 0 | 1 | 0.5 | -23 |
| CC(C)OC(=O)N(C)C[C@H]1OCc2cnnn2CCCC(=O)N([C@H](C)CO)C[C@H]1C | x | -4 | x | 7 | i | x | 2 | x | 0.3&2.0&0.0 | x |

The results go on.
Under each structure: DUSP3 inh, Anthrax LF inh2, Rv3671c protease, MazF activator, Vc quorum ag, PfHsp40 rescue, Yp Topo-I inh, SARS 3CLpro inh, TcdB GH inh, PriA SSB inh
> COc1ccc(-c2cc(C(=O)N3CCN(c4ccccc4OC)CC3)no2)cc1
  -3, -1, 4, -14, -0.5, 4.9, 24, 7, 0.2, 11
> O=C(COC(=O)C1=COCCO1)Nc1cc(C(F)(F)F)ccc1Cl
  x, -1, -8, -1, -0.2, -0.2, 4, x, 1.5, 6
> COc1ccc(C(=O)NC2CC2)cc1OC1CCN(C/C=C/c2ccccc2)CC1
  27, 0, -1, -6, i, 0.2, 5, -7, 0.7, 3
> Nc1nc(SCC(=O)NC2CCCCCC2)[nH]c(=O)c1-c1ccccc1
  2, -6, 8, 1, i, 0.5, 10, -1, x, -11
> C=CCSc1nnc(NC(=O)c2nc(SCC)ncc2Cl)s1
  -20, -1, -2, -1, i, 1.5, -5, 0, -0.3, -2
> CC(NS(=O)(=O)c1ccc(CCC(=O)NCC2CCCO2)cc1)c1ccccc1 (stereo not drawn)
  4, -2, 2, 5, i, 1.1, 4, -4, x, 2
> CCOC(=O)c1c(CN2CCCCC2)n(C)c2cc(Br)c(OC)cc12
  39, 0, 0, 1, 8.3, 0.1, 8, -1, x, 2
> COc1ccc(C(O)c2ncc(-c3cccc4ccccc34)[nH]2)cc1F (stereo not drawn)
  x, 0, x, x, -0.4, x, 3, x, 0.5, x
> O=C(NCCNC1CCC(c2ccccc2)CC1)c1ccc(F)cc1 (stereo not drawn)
  5, -4, 5, 15, -1.2, -0.9, -3, -3, 3.7, -4
> Cc1ccccc1C(=O)Nc1ccccc1C(=O)NCC(C)C
  -7, -3, 0, -3, 4.3, 1.6, -4, -1, x, -8
> Cc1nn(C(C)C(=O)NCCCc2ccccc2)c(=O)c2nn(-c3ccccc3)c(C)c12 (stereo not drawn)
  14, -2, 4, 8, 0.1, 1.1, 34, 0, 1.8, -4
> COc1cc(NC(=S)N2CCC(C(O)(c3ccccc3)c3ccccc3)CC2)cc(OC)c1
  40, -1, -9, 2, -0.3, 1.5, 14, 2, 0.6, 30
> COc1ccccc1C(=O)Nc1ccnn1C1CCN(CCCC2CCCC2)CC1
  28, 0, -1, 0, -0.2, 0.4, 13, -12, -1.0, -2
> CC(C)Nc1nc(Oc2ccc(Cl)cc2Cl)cc(C(F)(F)F)n1
  -11, u, 2, -4, -0.7, 12, 11, 0, x, -41
> COC(=O)CCCCC1SCC2NC(=O)NC21O (stereo not drawn)
  14, 4, 5, 9, -7.1, 0.1, 7, 2, 0.7, -15
> COC(=O)c1cc2sc(Cl)cc2n1CC(=O)NCC1CCCO1 (stereo not drawn)
  21, -3, -8, 9, i, 0.6, 5, 1, x, -8
> COc1ccc(NCc2nnc(SCc3ccccc3)n2-c2ccc(OC)cc2)cc1
  33, 1, 3, 2, i, -1.4, 32, 2, x, 38

As a short view, six of the compounds above.
Under each structure: DUSP3 inh, Anthrax LF inh2, Rv3671c protease, MazF activator, Vc quorum ag, PfHsp40 rescue, Yp Topo-I inh, SARS 3CLpro inh, TcdB GH inh, PriA SSB inh
> COc1ccc(-c2cc(C(=O)N3CCN(c4ccccc4OC)CC3)no2)cc1
  -3, -1, 4, -14, -0.5, 4.9, 24, 7, 0.2, 11
> O=C(COC(=O)C1=COCCO1)Nc1cc(C(F)(F)F)ccc1Cl
  x, -1, -8, -1, -0.2, -0.2, 4, x, 1.5, 6
> COc1ccc(C(=O)NC2CC2)cc1OC1CCN(C/C=C/c2ccccc2)CC1
  27, 0, -1, -6, i, 0.2, 5, -7, 0.7, 3
> Nc1nc(SCC(=O)NC2CCCCCC2)[nH]c(=O)c1-c1ccccc1
  2, -6, 8, 1, i, 0.5, 10, -1, x, -11
> C=CCSc1nnc(NC(=O)c2nc(SCC)ncc2Cl)s1
  -20, -1, -2, -1, i, 1.5, -5, 0, -0.3, -2
> CC(NS(=O)(=O)c1ccc(CCC(=O)NCC2CCCO2)cc1)c1ccccc1 (stereo not drawn)
  4, -2, 2, 5, i, 1.1, 4, -4, x, 2
